Compound activity as filed in PubChem BioAssay.
DUSP3 inh: DUSP3 (human) phosphatase inhibition; P51452; hit rate 0.52% among 290,000; recombinant VHR phosphatase, pNPP absorbance; AID 1654; inhibition, % at 13.3 µM; in the data active = inhibition above about 50%; note: some compounds called inactive have numbers as strong as hits
BoNT-F LC inh: inhibitors of Botulinum neurotoxin F light chain protease. Multiplex microsphere protease cleavage assay, flow cytometry. inhibition, % at 10 µM. hit rate 0.22% among 360,000. AID 588497; in the data active = inhibition above about 35%, passing the limit was not always enough; inconclusive = no clear call, values can overlap the other calls; note: plate controls were buffer without enzyme for full effect and enzyme alone for no effect
Rv3671c protease: inhibitors of M. tuberculosis serine protease Rv3671c. inhibition, % at 5.96 µM. hit rate 0.048% among 320,000. P9WHR9; in the data active = inhibition above about 38%;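 note: extracellular domain of Rv3671c used as enzyme; 0% = enzyme with DMSO and 100% = no enzyme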
Target sequence (P9WHR9 whole entry, looked up, the tested form may be a part): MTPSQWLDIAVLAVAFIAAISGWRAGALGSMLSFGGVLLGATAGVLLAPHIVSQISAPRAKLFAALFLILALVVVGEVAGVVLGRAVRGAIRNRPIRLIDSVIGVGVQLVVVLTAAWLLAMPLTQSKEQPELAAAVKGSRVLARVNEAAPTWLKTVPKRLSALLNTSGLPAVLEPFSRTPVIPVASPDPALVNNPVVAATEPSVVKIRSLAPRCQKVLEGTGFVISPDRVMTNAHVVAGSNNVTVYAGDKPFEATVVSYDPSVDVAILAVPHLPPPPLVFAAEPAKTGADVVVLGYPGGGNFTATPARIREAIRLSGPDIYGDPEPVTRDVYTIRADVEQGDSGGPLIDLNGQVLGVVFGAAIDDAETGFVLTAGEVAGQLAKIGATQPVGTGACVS
FadD28 binding: blocks FadD28 binding to the bisubstrate probe | inhibition, % at 12.5 µM | fluorescence polarization | hit rate 0.22% among 360,000; in the data active = inhibition above about 8.5%, passing the limit was not always enough; inconclusive = no clear call, values can overlap the other calls
Mtb UGM inh: Mtb UDP-galactopyranose mutase inhibition; P9WIQ1; purified UGM, fluorescence polarization probe displacement; inhibition, % at 10 µM; hit rate 0.06% among 320,000; AID 504406; in the data active = inhibition above about 10%, passing the limit was not always enough; inconclusive = no clear call, values can overlap the other calls
MazEF act: MazEF (E. coli) toxin RNase activation. P0AE70. FAM/BHQ RNA-DNA oligo cleavage fluorescence, 5 h. activation, % at 20 µM. hit rate 0.32% among 350,000. AID 504720; in the data active = activation above about 50%
Target sequence (P0AE70 whole entry, looked up): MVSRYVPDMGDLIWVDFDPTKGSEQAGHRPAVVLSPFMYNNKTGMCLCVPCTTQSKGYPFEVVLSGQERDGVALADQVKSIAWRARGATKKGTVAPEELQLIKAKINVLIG
CCHFV vOTU inh: blocks the CCHF virus ovarian tumor domain protease. CCHFV vOTU protease, Pep-AMC fluorescence. inhibition, % at 11.5 µM. hit rate 0.55% among 370,000; note: 0% = vehicle wells with enzyme and 100% = no enzyme wells
GDH-TPI counter: GDH-TPI coupled enzyme inhibition counter-screen. GDH-TPI coupled enzyme counterscreen, NADH absorbance. hit rate 1.2% among 360,000. inhibition, % at 4.8 µM;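 note: 0% = DMSO wells and 100% = wells lacking the enzyme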
Mtb BioA inh: BioA (M. tuberculosis) enzyme inhibition; inhibition, % at 9.99 µM; AID 602481; purified M. tuberculosis BioA enzyme, plate reader; hit rate 0.096% among 360,000; in the data active = inhibition above about 40%; inconclusive = no clear call, values can overlap the other calls
Mtb FBA inh: Mtb fructose-bisphosphate aldolase inhibition; purified M. tuberculosis FBA, fluorescence read-out; inhibition, % at 1 µM; AID 588726; hit rate 2.3% among 360,000; P9WQA3; in the data active = inhibition above about 27%;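 note: 0% = vehicle and 100% = reference inhibitor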
Target sequence (P9WQA3 whole entry, looked up): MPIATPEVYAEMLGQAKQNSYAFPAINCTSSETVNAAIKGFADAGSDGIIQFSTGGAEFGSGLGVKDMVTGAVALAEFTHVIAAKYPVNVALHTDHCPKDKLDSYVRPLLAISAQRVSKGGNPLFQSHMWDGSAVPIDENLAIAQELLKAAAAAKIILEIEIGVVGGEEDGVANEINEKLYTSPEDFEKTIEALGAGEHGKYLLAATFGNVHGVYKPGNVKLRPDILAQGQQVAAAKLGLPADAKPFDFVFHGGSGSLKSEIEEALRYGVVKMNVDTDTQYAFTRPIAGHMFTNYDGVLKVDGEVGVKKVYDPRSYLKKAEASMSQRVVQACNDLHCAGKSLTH
* marks the source's active call; other numbers are inactive results; u = inconclusive; x = no result given. Cut-off read from the data, not from the text of the source, unless noted: active = inhibition above about 30%; inactive = the rest.

Structure	Mtb FBA inh	FadD28 binding	CCHFV vOTU inh	MazEF act	GDH-TPI counter	BoNT-F LC inh	DUSP3 inh	Mtb UGM inh	Mtb BioA inh	Rv3671c protease
CC(=O)Nc1ccc(C2=NN(CC#N)C(=O)SC2)cc1	-3.3	-2.5	-2.8	1.5	0.6	1.9	2.5	-1.4	-0.6	5.9
O=C1CCN(Cc2ccccc2)N1	0.2	0.9	-1.9	-1.7	8.0	6.4	-11.0	-0.4	-2.1	-12.2
CCCCCN(C(=O)CCC(=O)OCC(=O)N(CC#N)c1ccccc1)c1c(N)n(CCCC)c(=O)[nH]c1=O	-1.9	-1.1	0.9	9.0	1.7	-3.2	x	-1.3	0.7	1.5
CCOC(=O)Nc1ccc(S(=O)(=O)NC2CCCCC2)cc1	-2.6	-0.5	11.2	15.5	-0.6	5.1	-6.6	1.1	x	-0.9
CCOC(=O)N1CCN(C(=O)c2cc(C)no2)CC1	6.2	-2.3	6.2	4.8	2.8	-0.6	-0.2	1.8	-0.2	5.1
O=C(C[n+]1cccc(O)c1)NCc1ccc(Cl)cc1	0.1	x	6.8	-6.8	20.0	-2.4	-4.7	0.4	0.7	-0.6
CCOC(=O)c1nnn(CC(=O)Nc2ccccc2OC)c1C(=O)OCC	-1.8	-0.3	6.1	-4.5	-1.8	-7.0	8.3	-0.1	1.2	0.1
O=S(=O)(c1cccc(-c2nnc3n2CCCCC3)c1)N1CCCC1	-0.8	0.0	-6.0	-0.7	14.6	5.5	17.4	-1.2	2.5	4.8
COc1ccc(OC)c(-n2c(-c3ccc(C)cc3)n[nH]c2=S)c1	-7.8	-2.7	-28.1	-1.2	3.7	-1.4	23.5	0.2	-2.2	-7.9
Cc1nc(C(F)(F)F)ccc1C(=O)N1CCC1(C)C(=O)NCc1ccc(Cl)cc1 (stereo not drawn)	-2.3	-5.3	-7.1	x	4.6	-0.5	x	x	0.3	x
S=C(Nc1ccccc1)Nc1ccc(OCc2ccccc2)cc1	-4.4	-4.9	5.8	-1.9	-13.6	4.5	20.5	-0.2	-2.2	2.4
COc1cccc(OCCNC(=O)c2ccc(C)cc2)c1	4.0	-0.2	-8.5	3.5	8.8	8.6	-15.2	2.1	x	-1.9
CCS(=O)(=O)NCCNc1ccc([N+](=O)[O-])cc1	-9.1	-3.6	7.7	-0.8	-2.5	-0.1	16.6	1.1	-0.1	6.0
O=C(O)c1cccc(NC2=Nc3cccc4cccc2c34)c1	17.7	-3.1	-5.7	3.9	6.1	-3.8	8.5	0.0	x	4.0
O=c1c2ccsc2ncn1Cc1ccccc1F	1.3	0.2	7.7	2.5	19.2	0.4	30.7	3.3	x	-1.9
CCCn1nnnc1SCC(=O)N1CCCCC1	0.8	-4.3	-1.4	5.0	-10.5	-12.1	-14.9	-0.3	0.2	6.7
COc1ccc(C2=CSC3=NNC4(CCCCC4)NN23)cc1	6.4	-1.0	13.5	-27.0	8.1	-3.1	16.0	-0.6	x	-5.5
CC(=O)Oc1ccc(OC(C)=O)c2c1C1C=CC2CC1	5.5	-1.4	-3.6	-10.4	12.9	-3.5	x	x	x	x
O=C(CSc1nc(-c2ccccc2)cc(=O)[nH]1)Nc1ccccc1F	0.6	-1.3	4.7	1.6	0.0	23.9	6.0	-0.8	-0.3	-1.1
CCOC(=O)N1CCN(C(=O)c2noc3c2COc2ccccc2-3)CC1	0.2	-2.7	12.3	1.6	8.6	0.7	5.5	-0.9	0.3	6.7
COc1ccccc1N(C)S(=O)(=O)c1ccc(C(=O)Nc2nc(C)cs2)cc1	0.8	-0.5	13.3	-9.7	6.3	-2.8	19.0	2.0	x	-16.7
COCCn1c(SCC(=O)Nc2cc(C)on2)nnc1-c1c[nH]c2ccccc12	3.0	-3.0	-1.5	16.0	2.9	-13.0	-0.2	-0.4	3.0	-1.2
COC(=O)Cn1cnc2sc(C)c(S(=O)(=O)N3CCC(C)CC3)c2c1=O	-0.1	-0.7	24.6	3.5	9.3	-15.2	6.2	-3.7	-2.4	1.6
CCCC[C@@H]1C[C@H]1[C@@H](NC(=O)c1ccco1)c1ccc(Cl)cc1	-1.3	-3.6	2.7	-1.2	-3.5	4.2	16.3	1.7	2.5	-5.2
O=c1c(Cc2c(F)cccc2Cl)c(O)ccn1Cc1ccc(F)cc1	6.2	-1.5	-8.2	3.1	0.6	-24.0	-6.6	0.7	x	1.6
CS(=O)(=O)Nc1ccc(C2=NN(C(=O)c3ccco3)C(c3cccc(F)c3)C2)cc1 (stereo not drawn)	2.9	-3.5	1.7	0.3	31.4*	-0.7	11.9	1.3	29.9	-13.1
O=C(CCC(=O)N1CCN(S(=O)(=O)c2ccc(Cl)cc2)CC1)NCc1cccc(C(F)(F)F)c1	0.1	-4.1	10.3	0.3	0.7	-0.5	x	x	3.2	x
COc1cc(CNCCO)cc(Br)c1OCc1ccccc1Cl	0.1	-4.2	-6.0	13.1	7.4	-20.2	10.5	-2.9	2.3	1.5
CCC(C)c1c(O)nc(SCC(=O)Nc2ccccc2)[nH]c1=O (stereo not drawn)	-2.2	0.1	13.6	3.6	-1.3	-4.5	34.6	0.3	-4.7	-14.9
Cc1c(C(=O)NCCCn2ccnc2)oc2ccccc12	1.8	0.1	-11.5	0.4	6.1	11.6	4.3	3.4	2.4	-7.4
CC(C)CCN1CC(O)=C(c2nc3ccccc3[nH]2)C1=N	11.1	-0.6	-12.1	-6.4	12.8	-16.8	-20.6	-0.4	-1.0	-2.6
CCC1CCCCN1CCCNC(=O)Cn1ncn2nc(-c3ccc(OC)cc3)cc2c1=O (stereo not drawn)	15.4	-0.9	6.0	2.9	9.6	12.5	68.5	-0.2	-0.7	-4.5
O=C1CC(=O)C(n2cncn2)C(c2ccc(Cl)cc2)C1 (stereo not drawn)	-5.6	-0.4	4.4	-7.0	14.6	7.0	3.6	0.5	0.6	-8.5
CC1CCN(C(=O)Cn2nnc(-c3ccc([N+](=O)[O-])cc3)n2)CC1	-0.7	0.3	-14.4	13.9	0.8	22.7	-0.5	1.2	-0.3	-5.1
CC1CCCN(C(=O)NC2CC(=O)N(c3ccc4c(c3)OCCO4)C2)C1 (stereo not drawn)	-1.9	-3.9	-2.3	0.1	-10.6	-7.2	x	-1.1	-0.9	3.8
Cc1nn(C(=O)N2CCOCC2)c(C)c1CN1C(=O)c2ccccc2C1=O	3.6	-0.5	-8.5	0.3	2.8	4.5	x	6.4	0.8	7.0
Cc1ccc(C(=S)N2CCN(Cc3ccccc3)CC2)s1	-4.0	-7.5	-2.9	10.2	-0.7	-1.4	-7.0	-1.0	x	5.1
O=C(NCCCN1CCCC1=O)C1CCN(S(=O)(=O)c2cccc(Cl)c2Cl)CC1	0.0	-0.4	-9.3	1.3	1.4	-1.4	x	0.5	4.3	-12.9
CC(=O)Nc1ccc(CN2CCCC(C(=O)c3cccc(C(F)(F)F)c3)C2)cc1 (stereo not drawn)	-6.2	-1.2	-5.0	3.4	4.7	0.3	12.9	4.0	x	-4.0
COc1ccc(S(=O)(=O)N2CCOCC2)cc1NC(=O)c1cc2c(s1)CCCC2	0.8	0.1	-11.3	-0.5	3.4	-3.6	-4.5	0.8	x	-7.1
COc1cccc(NC(=S)NCc2cccs2)c1	1.2	1.1	-5.8	-4.3	11.8	-3.3	-1.5	-0.8	x	6.4
CC(NS(C)(=O)=O)C(c1cccs1)N1CCN(c2ccccc2F)CC1 (stereo not drawn)	-0.1	-2.8	-6.0	-8.1	-0.4	-4.2	x	-1.5	-0.2	0.3
Cc1ccc(OCC(=O)N(C)CC(=O)Nc2ccccc2Cl)c([N+](=O)[O-])n1	7.2	-0.8	9.4	0.7	1.9	x	x	-0.6	0.0	5.3
Cc1cccc(NC(=O)CN2C(=O)S/C(=C\c3ccc(O)c([N+](=O)[O-])c3)C2=O)c1	-6.4	85.4*	30.6*	10.8	-1.6	-13.9	10.8	1.2	x	-9.3
N#Cc1c(SCC(=O)Nc2nc3ccc(Br)cc3s2)sc2c(O)cc(=O)[nH]c12	4.7	0.0	7.8	-13.8	23.8	6.8	-2.9	-0.2	-1.6	-2.6
COCCNC(=O)C(=O)NCC(c1ccc2c(c1)OCO2)N1CCN(c2ccc(F)cc2)CC1 (stereo not drawn)	-5.3	-4.0	-8.1	-2.8	8.6	-1.2	20.6	-1.0	-0.5	-0.4
COc1cc(Cl)ccc1OCc1cc(C(=O)N(C)C2CCOC2)no1 (stereo not drawn)	-4.1	-3.2	11.0	4.2	-1.9	2.8	16.5	-0.4	-0.4	-3.1
COc1ccc(NC(=O)C(=O)Nc2cccc3ccccc23)c(OC)c1	4.4	-1.0	7.7	3.0	3.4	3.8	27.6	3.9	-2.5	-1.8

Entries above that contain a cyano group:
Structure	Mtb FBA inh	FadD28 binding	CCHFV vOTU inh	MazEF act	GDH-TPI counter	BoNT-F LC inh	DUSP3 inh	Mtb UGM inh	Mtb BioA inh	Rv3671c protease
CC(=O)Nc1ccc(C2=NN(CC#N)C(=O)SC2)cc1	-3.3	-2.5	-2.8	1.5	0.6	1.9	2.5	-1.4	-0.6	5.9
CCCCCN(C(=O)CCC(=O)OCC(=O)N(CC#N)c1ccccc1)c1c(N)n(CCCC)c(=O)[nH]c1=O	-1.9	-1.1	0.9	9.0	1.7	-3.2	x	-1.3	0.7	1.5
N#Cc1c(SCC(=O)Nc2nc3ccc(Br)cc3s2)sc2c(O)cc(=O)[nH]c12	4.7	0.0	7.8	-13.8	23.8	6.8	-2.9	-0.2	-1.6	-2.6

Additional results follow.
Structure	Mtb FBA inh	FadD28 binding	CCHFV vOTU inh	MazEF act	GDH-TPI counter	BoNT-F LC inh	DUSP3 inh	Mtb UGM inh	Mtb BioA inh	Rv3671c protease
Cc1ccc2c(CN(C)Cc3cccc(F)c3)cc(=O)oc2c1	-5.5	-3.5	0.5	-3.9	-1.5	-4.8	x	0.8	-0.3	-7.1
CCN(CC)CCOC(=O)C(Cc1cccc2ccccc12)CC1CCCO1 (stereo not drawn)	-0.9	-1.4	14.2	0.3	3.8	22.7	3.5	-0.8	0.1	10.3
Cc1ccc(S(=O)c2ccc(C)cc2)cc1	-0.1	-2.7	-5.0	3.1	-10.7	-1.8	29.2	-3.6	-0.6	1.1
CCCCC(=O)N1CCCC(C)C1 (stereo not drawn)	0.8	-3.4	-9.5	8.3	3.2	u	-18.5	0.3	0.4	-10.9
CC(C)=CC(=O)OCC(=O)Nc1ccc(Cl)cn1	1.2	-0.7	-6.0	6.5	6.6	-0.7	26.1	0.0	-1.3	0.4
CC1=C(C(=O)NCc2ccccn2)C2(CCC(C)CC2)OC1=O (stereo not drawn)	-1.7	-2.5	-3.6	20.7	3.9	-2.0	23.6	3.4	1.2	5.3
